# High-throughput results from PubChem.
# TDP43 rescue: inhibitors of TDP-43 toxicity in yeast. TDP-43 expressing yeast growth rescue, BacTiter-Glo, 24 h. Potency, µM (series often up to 46.1 µM), without a hit: at the top dose growth rescue (activation), most hits filed as activators. hit rate 1.8% among 410,000; note: % of control where 0% means no effect; nearly all actives have a fitted effect of over 50% in size
#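 Growth rescue of TDP-43-toxic yeast measured as ATP luminescence (BacTiter-Glo). Cells grown to mid-log in raffinose, induced in galactose at OD600=0.02, exposed to compound 24 hr at 30 deg C.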
# GLP-1R inv ag: GLP-1 receptor (human) inverse agonism; P43220; HEK293 GLP-1R CRE-luciferase, luminescence, 24 h; GLP-1R form is constitutively active; Potency, µM (top dose mostly 38.3 µM), for inactives: top-dose activity change, negative = inhibition, actives largely listed as inhibitors; hit rate 1.6% among 410,000; AID 624417; note: % is set by controls: 0 for no effect and ±100 for the full control effect; nearly all actives have a fitted effect of over 55% in size
# Target sequence (P43220 whole entry, looked up): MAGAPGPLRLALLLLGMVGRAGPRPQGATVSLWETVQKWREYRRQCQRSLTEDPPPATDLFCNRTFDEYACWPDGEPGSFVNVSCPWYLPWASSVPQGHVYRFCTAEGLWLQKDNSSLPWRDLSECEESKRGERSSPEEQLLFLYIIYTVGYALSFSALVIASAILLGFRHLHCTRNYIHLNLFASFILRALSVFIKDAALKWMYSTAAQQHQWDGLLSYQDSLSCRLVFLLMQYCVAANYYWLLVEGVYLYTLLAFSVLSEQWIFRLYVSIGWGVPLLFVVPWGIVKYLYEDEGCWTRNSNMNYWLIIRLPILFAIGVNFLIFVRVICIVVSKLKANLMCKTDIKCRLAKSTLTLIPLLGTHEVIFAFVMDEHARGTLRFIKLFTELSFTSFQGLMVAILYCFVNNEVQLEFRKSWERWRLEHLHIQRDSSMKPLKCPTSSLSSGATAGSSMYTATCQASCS
#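 Stable HEK293 clone (constitutively active GLP-1R + cAMP-response luciferase); 200 cells/uL plated, 12 h pre-culture, compound 24 hr, 37 deg C/5% CO2; detection reagent 12 min RT; luminescence.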
# HT1080-NT tox: kills 2HG-producing HT-1080-NT fibrosarcoma cells | hit rate 1.6% among 360,000 | Potency, µM (highest dose often 46.1 µM), for inactives: at the top dose activity, negative = less viability, usual class: cytotoxic | HT-1080-NT fibrosarcoma viability, CellTiter-Glo ATP luminescence, 48 h | AID 686970;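 note: NT is the 2HG producing partner of a matched IDH1 knockdown line; 0% = DMSO-treated cells and -100% = media-only wells without cells; nearly all actives have a fitted effect of over 55% in size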
#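 Viability by CellTiter-Glo luminescence after 48 h compound exposure at 37C of HT-1080-NT cells (750/well, RPMI, 5% FBS). % activity scaled between DMSO wells and medium-only wells, then curve-fitted and categorized by curve class.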
# KB-V1 MDR tox: kills drug-selected multidrug resistant KB-V1 cells. AID 1347076. KB-V1 MDR cells viability, CellTiter-Glo, 72 h. hit rate 3.4% among 400,000. Potency, µM (highest dose often 46.1 µM), inactives show at the highest dose activity change, negative = cytotoxicity, usual class: cytotoxic; note: % is set by controls: 0 for no effect and ±100 for the full control effect; nearly all actives have a fitted effect of over 60% in size
#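 Luminescent ATP read-out (CellTiter-Glo, 10 min) measures survival of drug-selected KB-V1 MDR cells after 72 h, 37 degrees C compound exposure. Medium: phenol-red-free DMEM, 10% FBS. Values from fitted concentration-response curves.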
# SW480 rerep: inducers of DNA re-replication in SW480 colon cancer cells; hit rate 1.8% among 340,000; SW480 DNA re-replication, Hoechst DNA content imaging, 48 h; Potency, µM (highest dose often 46.1 µM), without a hit: at the highest dose re-replication activation, hits mostly activators; note: % of control where 0% means no effect; nearly all actives have a fitted effect of over 55% in size
#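 Image-based read-out: total Hoechst fluorescence of nuclei (405 nm excitation, 500-530 nm emission), with hits raising the fraction of high-intensity nuclei. SW480 colon cells incubated 48 hr with compounds at 37 C.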
# HT1080 IDH1KD tx: toxicity to HT-1080 IDH1 knockdown cells (counter line); HT-1080 IDH1 knockdown viability, ATP luminescence, 48 h; Potency, µM (highest dose often 46.1 µM), without a hit: at the top dose activity, negative = toxicity, hits mostly cytotoxic; hit rate 2% among 360,000; AID 686971;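 note: 0% = DMSO wells and -100% = cell-free medium wells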
#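 In this qHTS, HT-1080 cells depleted of IDH1 are exposed for 48 h at 37 °C to compound titrations. Toxicity is scored from CellTiter-Glo luminescence, with DMSO as full viability and medium alone as none.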
# GLP1R ag: agonists of human GLP-1 receptor; hit rate 0.007% among 380,000; HEK293 GLP-1R CRE-luciferase, luminescence, 4-6 h; cells express a hypersensitive GLP-1R form; Potency, µM (highest dose often 45.6 µM), for inactives: at the highest dose activation, actives largely listed as activators; note: % of control where 0% means no effect
# KB-3-1 cytotox: KB-3-1 parental cell cytotoxicity; KB-3-1 viability, CellTiter-Glo ATP luminescence, 72 h; Potency, µM (doses to about 46.1 µM), inactives show at the top dose activity change, negative = cytotoxic, hits mostly cytotoxic; hit rate 1.4% among 400,000; AID 1347075; note: % is set by controls: 0 for no effect and ±100 for the full control effect; nearly all actives have a fitted effect of over 60% in size
#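 KB-3-1 cells, DMEM (no phenol red) + 10% FBS; compound by pin transfer, 72 h, 37 °C. Readout: CellTiter-Glo luminescence after 10 min. Data normalized, curve-fitted.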
# HEK293 tox: cytotoxic in the GLP-1 receptor inverse agonist counter-screen; HEK293 cAMP-luciferase reporter cells, luminescence, 24 h; Potency, µM (top dose mostly 38.3 µM), without a hit: at the top dose activity change, negative = inhibition, usual class: inhibitors; hit rate 0.13% among 410,000; AID 624418;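 note: loss of luciferase light is scored as toxicity; % is set by controls: 0 for no effect and ±100 for the full control effect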
#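 To flag toxic compounds, the library was rerun on cells for 24 hr at 37 deg C and 5% CO2. Viability-linked luminescence was captured 12 min after adding luciferase detection reagent.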
# The depositor's hits bear a star; u = inconclusive; x = no result given; [ ] = dose if it differs, or a comment. Calls come from the whole dose curve; as a rule, active = well fitted curve in the direction sought with a large enough effect; inconclusive = small, poorly fitted or top-dose-only effect, or another doubt; inactive = no such curve, though single readings can be large; an effect the other way counts as inactive or inconclusive. Potency is the fitted concentration of half-maximal effect.
No. | compound | TDP43 rescue | GLP-1R inv ag | HT1080-NT tox | KB-V1 MDR tox | SW480 rerep | HT1080 IDH1KD tx | GLP1R ag | KB-3-1 cytotox | HEK293 tox
1 | S=C(Nc1ccc(Nc2ccccc2)cc1)N1CCN(c2ncccn2)CC1 | 6% | 3% | 10% | 0% | u | 5% | 0% | 19% | 13%
2 | NC(=O)C1(N2CCCCC2)CCN(C(=O)c2cccn3c(=O)c4cc(Cl)ccc4nc23)CC1 | 14% | 0% | -10% | -18% | 8% | -3% | -1% | 16% | 188%[activator]
3 | COc1ccc(Cc2nnc(SCC(=O)Nc3ccc(N4CCOCC4)cc3)n2C)cc1 | -12% | 42%[activator] | 11% | -8% | -4% | 10% | 7% | 17% | 11%
4 | S=C(N/N=C/c1ccc2ncccc2c1)Nc1ccccc1 | 13µM* | u | 16% | -13% | 0% | 11% | -3% | 1% | u
5 | O=C(COC(=O)Cc1ccc(Br)cc1)NC1CCCC1 | -33% | 0% | 30% | 7% | 1% | 20% | 0% | -2% | -5%
6 | Cc1c(Cc2ccc3c(c2)OCO3)sc(NC(=O)c2ccc3ccccc3c2)c1C(N)=O | 23% | u | 11% | 7% | -2% | -1% | -7% | u | 1%
7 | O=C(Nc1nc(-c2ccccc2)cs1)c1ccc(S(=O)(=O)N2CCc3ccccc32)cc1 | 4% | u | 3% | u | -7% | -21% | -5% | u | 2%
8 | NS(=O)(=O)c1ccc(NC(=S)N2CCN(c3ccccc3)CC2)cc1 | 15% | -8% | -1% | -23% | x | -5% | -14% | -8% | 19%
9 | O=S(=O)(c1ccccc1C(F)(F)F)N1CCN(S(=O)(=O)c2ccccc2C(F)(F)F)CC1 | -16% | -1% | 6%[9.24 µM] | 5% | -3% | -2% | -17% | 6% | -5%
10 | Cc1cc(C)cc(NS(=O)(=O)c2ccc3[nH]cc(C(=O)N(C)Cc4ccccc4)c(=O)c3c2)c1 | u | u | x | -13% | x | x | x | 0% | -23%
11 | Cc1ccccc1C(=O)c1cccn1CC(=O)NCC1CCCO1 (configuration not stated) | -2% | -18% | 1% | -3% | -5% | -2% | -8% | 5% | 0%
12 | Cc1cc(=O)n2nc(N3CCC(C(=O)Nc4c(F)c(F)c(F)c(F)c4F)CC3)sc2n1 | 20% | 20% | u | 20% | -1% | u | 7% | 10% | 4%
13 | CC1=CC=CC2=NC(=O)CC(C)(C(=O)N(CC(=O)NC3CCCC3)c3ccccc3C)N12 (configuration not stated) | 7% | 25% | 8% | 21% | 8% | 7% | -5% | 5% | 10%
14 | COc1ccccc1N1CCN(CC(=O)NCCc2ccc(S(N)(=O)=O)cc2)CC1 | -3% | -12% | 21% | -27% | -3% | 11% | 6% | 5% | -1%
15 | Cc1c(N=C(N)/N=C(\N)Nc2ccccc2)c(=O)n(-c2ccccc2)n1C | 16% | 7% | 5% | u | -6% | 13% | -2% | 12% | -15%
16 | Cc1cc(C)nc(SCCN2CCCCC2)n1 | -21% | 1% | 6% | u | -5% | 12% | -1% | u | 3%
17 | CCOC(=O)c1c(-c2ccccc2)csc1NC(=O)/C(C#N)=C\c1ccc(O)c(OC)c1 | 8% | -15% | -10% | 1% | u | -18% | -2% | 5% | 88%[activator]
18 | Cc1ccc(S(=O)(=O)N2CCN(Cc3nc4sc(C)c(C)c4c(=O)[nH]3)CC2)cc1 | -10% | 4% | -3% | 2% | 0% | -1% | -4% | -4% | -29%
19 | COc1ccc(C(=O)N/N=C/c2ccccn2)cc1 | 7% | u | u | -11% | x | u | -1% | -11% | -5%
20 | CN1C(=O)/C(=C\c2ccc(OC(=O)c3ccco3)cc2)SC1=S | 16% | 3% | 21% | -2% | -9% | 7% | 1% | u | 11%
21 | Cc1c(Cl)cccc1NC(=S)N1CCN(c2ccc([N+](=O)[O-])cn2)CC1 | -6% | 4% | -1% | 0% | -24% | 12% | -8% | -3% | 3%
22 | CCCCC[C@@H](/C=C/C1C(=O)C=C[C@H]1C/C=C\CCCC(=O)O)OC(C)=O (some centres not stated) | u | 26% | 8% | -19% | -37%[inhibitor][9.22 µM] | 4% | 25% | -5% | -5%
23 | COc1ccccc1CNC(=O)C1CC2Cn3c(nc4cc(Cl)c(Cl)cc43)C2N1C (configuration not stated) | 27% | u | u | 27% | 9% | -19% | -5% | -7% | -14%
24 | COc1ccc(CN(C)C(=O)c2cnc(C)cn2)c(OC)c1OC | 10% | 24% | 3% | 7% | -15% | 7% | 13% | 5% | 5%
25 | CC(C(=O)Nc1ccc(C#N)cc1)N(C)CC(=O)Nc1ccccc1Br (configuration not stated) | -6% | 11µM* | u | -24% | -4% | 23µM* | 2% | -17% | -5%
26 | CC(=O)O/N=C(\N)c1ccc(-c2csnn2)cc1 | 24% | 6% | 20% | -11% | 1% | 13% | 1% | 3% | -3%
27 | COc1ccc(-c2nsc3c(N4CCCCC4C)ncnc23)cc1 (configuration not stated) | 11% | 0.28µM* | 1% | -37% | 19% | -1% | -12% | -2% | 39%[activator]
28 | Cc1ccc(S(=O)(=O)N[C@@H](Cc2ccccc2)C(=O)N2CCC(C(=O)N[C@H](C(=O)O)C(C)O)CC2)cc1 (some centres not stated) | 13% | 14% | 1% | 8% | -3% | -5% | 5% | 14% | 2%
29 | Cn1c(COc2ccccc2)nnc1SCC(=O)c1cccc([N+](=O)[O-])c1 | -7% | 0% | -27% | 13% | -2% | -8%[9.24 µM] | 1% | 7% | -17%
30 | C=CCNc1nc(N2CCOCC2)nc(N2CCOCC2)n1 | -19% | 0% | 0% | -11% | 15% | -3% | 0% | 4% | 1%

# Continued; it opens with the three that closed the last part.
No. | compound | TDP43 rescue | GLP-1R inv ag | HT1080-NT tox | KB-V1 MDR tox | SW480 rerep | HT1080 IDH1KD tx | GLP1R ag | KB-3-1 cytotox | HEK293 tox
28 | Cc1ccc(S(=O)(=O)N[C@@H](Cc2ccccc2)C(=O)N2CCC(C(=O)N[C@H](C(=O)O)C(C)O)CC2)cc1 (some centres not stated) | 13% | 14% | 1% | 8% | -3% | -5% | 5% | 14% | 2%
29 | Cn1c(COc2ccccc2)nnc1SCC(=O)c1cccc([N+](=O)[O-])c1 | -7% | 0% | -27% | 13% | -2% | -8%[9.24 µM] | 1% | 7% | -17%
30 | C=CCNc1nc(N2CCOCC2)nc(N2CCOCC2)n1 | -19% | 0% | 0% | -11% | 15% | -3% | 0% | 4% | 1%
31 | Cc1nn(C)c(Cl)c1/C=N/OC(=O)c1ccccc1 | -12%[1.82 µM] | 22% | 14% | 16% | -2% | 26% | 17% | 5% | -13%
32 | c1cncc(CNc2ncn[nH]2)c1 | 4% | 24% | 1% | 4% | -5% | 4% | 2% | 8% | -14%
33 | O=C(Nc1ccc2c(c1)OCCO2)C1CCN(C(=O)c2ccccc2)CC1 | -10% | 4% | 0% | -2% | -19% | 0% | 0% | -3% | -3%
34 | Cc1cc(/C=C(\C#N)C(=O)O)c(C)n1CC(C)C | 16% | 5% | -27% | 13% | -5% | u | -6% | -21% | 0%
35 | CS(=O)(=O)NCCCCNc1ccc(C(F)(F)F)cc1[N+](=O)[O-] | 8%[9.22 µM] | 2%[7.66 µM] | -23% | -9% | -1% | -18% | 22% | -2% | 12%[7.66 µM]
36 | CCOc1ccc(-c2c(=O)n(OCc3ccccn3)c3ccccc3[n+]2[O-])cc1 | 10% | 3% | 5% | -9% | -2% | 28% | -1% | 14% | -18%
37 | CCOC(=O)C1=C(COC(=O)c2ccc3ccccc3c2O)NC(=O)NC1C (configuration not stated) | u | -24% | -21% | 1% | -15% | -8% | 23% | -4% | -3%
38 | CC(C)Oc1ccc(N2CC(C(=O)Nc3ccccc3C(=O)NC3CC3)CC2=O)cc1 (configuration not stated) | -10% | -24% | -2% | -1% | -151%[inhibitor] | -4% | 8% | 3% | -5%
39 | CC(C)COC(=O)N1CCN(S(=O)(=O)c2ccc3c(c2)CCC3)CC1 | 13% | 6% | 10% | 15µM* | -9% | 10% | -10% | 2% | -5%
40 | COc1ccc(Cn2c(C(=O)O)c(CNCCc3cccs3)c3ccc(OC)cc32)cc1 | 12% | -15% | x | -6% | x | x | -1% | u | -17%
41 | Cc1ccc(Cl)cc1N1CCN(C(c2ccc(C#N)cc2)c2nnnn2C2CCCC2)CC1 (configuration not stated) | -18% | -7% | 5% | -4% | 11% | 1% | -1% | -4% | 1%

# 5 entries from above in a different format.
24	COc1ccc(CN(C)C(=O)c2cnc(C)cn2)c(OC)c1OC
1	S=C(Nc1ccc(Nc2ccccc2)cc1)N1CCN(c2ncccn2)CC1
41	Cc1ccc(Cl)cc1N1CCN(C(c2ccc(C#N)cc2)c2nnnn2C2CCCC2)CC1 (configuration not stated)
8	NS(=O)(=O)c1ccc(NC(=S)N2CCN(c3ccccc3)CC2)cc1
10	Cc1cc(C)cc(NS(=O)(=O)c2ccc3[nH]cc(C(=O)N(C)Cc4ccccc4)c(=O)c3c2)c1

Assay by compound | 24 | 1 | 41 | 8 | 10
TDP43 rescue | 10% | 6% | -18% | 15% | u
GLP-1R inv ag | 24% | 3% | -7% | -8% | u
HT1080-NT tox | 3% | 10% | 5% | -1% | x
KB-V1 MDR tox | 7% | 0% | -4% | -23% | -13%
SW480 rerep | -15% | u | 11% | x | x
HT1080 IDH1KD tx | 7% | 5% | 1% | -5% | x
GLP1R ag | 13% | 0% | -1% | -14% | x
KB-3-1 cytotox | 5% | 19% | -4% | -8% | 0%
HEK293 tox | 5% | 13% | 1% | 19% | -23%
